GSIS activator – primary screen for activators of insulin secretion dependent on glucose, INS-1E cells, GLuc reporter luminescence; activation, % at 16.6 µM; INS-1E GLuc reporter insulin secretion, 2-3 h; 370,000 compounds, 0.61% hits;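 active means lowest replicate activation of at least 40%, so every replicate reaches that level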;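 further: 0% = median of neutral control wells and 100% = median of IBMX positive control wells; some compounds called inactive have numbers as strong as hits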
PAX8 inh HTS – PAX8 transcriptional activity inhibition. RMG-I TPO-luciferase reporter, SteadyGlo, 24 h. inhibition, % at 12.6 µM. 360,000 compounds, 1.2% hits;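 active means mean replicate inhibition at least 60% with every replicate also reaching 60%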;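 further: luciferase light reporting Pax8 driven TPO promoter activity; plate controls were median of neutral control wells for no effect and mitoxantrone controls for full effect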
LGR2 antag – blocks bursicon-induced cAMP signaling via Drosophila LGR2 | HEK293 LGR2, CRE-luciferase, bursicon-stimulated, 4 h | inhibition, % at 9.99 µM | 380,000 compounds, 0.35% hits | AID 720647;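 active means drop in luminescence signal, shown as inhibition above about 50% in the replicate tests, limit read from the data, passing the limit was not always enough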;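 further: agonist challenge used bursicon conditioned medium at about half maximal strength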
Active calls of the source: *; & = joins results of further samples. An excerpt; rates above refer to the full screens.

SMILES,GSIS activator,PAX8 inh HTS,LGR2 antag
C[C@@H]1C=CCCO[C@]12C(=O)N(Cc1ccc(Br)cc1)c1ccccc12,-9,-5,-2
Cc1[nH]c2ccccc2c1/C=N/Nc1ccccn1,2,-7,-3
O=S(=O)(/N=C(/Nc1ccccc1)c1ccccc1O)c1ccccc1,23,-6,-8
O=C(C[C@H]1C=C[C@H](NC(=O)Cc2cccnc2)[C@H](CO)O1)Nc1ccc(-c2ccccc2)cc1,7,9,-1
NC(=O)C1CCN(c2nc(-c3ccccc3Br)cs2)CC1,-14,-197,-52
CC1CN(C(=O)c2ccccc2)CCC1=NO (configuration not stated),29,-3,16
COc1cc(Nc2cc(C)n(-c3ccc(Cl)c(OC)c3)c(=O)c2)ccc1Cl,-8,11,1
CC(C)[C@@H]1CC[C@@H](C)C[C@H]1OC[B-](F)(F)F,69*,-6,-25
COC(=O)[C@@]1(Cc2ccc(F)cc2)[C@H]2c3cc(C(=O)N(C)C)n(Cc4ccc(OC)c(OC)c4)c3C[C@H]2CN1C(=O)c1ccccc1,-29,3,0
COc1ccc(/C=N/NC(=O)c2ccco2)cc1Cn1nc(C)cc1C,1,4,-2
O=S1(=O)N[C@@H](Cc2ccccc2)COc2cc(NC3CC3)ccc21,-2,-8,-10
NC(=O)CC[C@@H]1NC(=O)[C@H](CO)NC(=O)c2cc([N+](=O)[O-])cc(I)c2NCCC[C@@H](C(N)=O)NC(=O)[C@H](Cc2ccc(O)cc2)NC1=O,-13,3,5
O=C(NCc1ccccc1)C(c1ccco1)N1CCN(C(=O)C2CCCO2)CC1 (configuration not stated),-10,12,2
C[C@@H]1COc2cc(N(C)CCO)ccc2S(=O)(=O)N1,-4,-8,8
CCOC(=O)C1=CCN(S(=O)(=O)c2ccc(Br)cc2)C1c1cccc(Br)c1 (configuration not stated),-14,8,-3
Cc1cc(NC(=O)c2ccc3c(c2)C(=O)N(Cc2ccccc2)C3=O)no1,3,-9,9
C=CCOC(=O)/C(=C\c1ccccc1)NC(=O)c1ccc(C)cc1,2,-134,-36
C#CCNC(=O)C[C@@H]1C[C@@]2(C(=O)OCC)CCCC=C2N(Cc2ccc(Cl)cc2Cl)C1=O,-5,-12,-15
C=CCC[C@@H](CCCCC)OC(=O)/C=C/[C@@H](O)[C@H](O)C[C@H](O)CC=C,-14,7,4
Brc1cccc(-c2nc3c4ccccc4ccn3c2CC2CCCCC2)c1,11,17,-35
CCCCCN(C(=O)CCC(=O)OCc1ccc(C(C)C)cc1)c1c(N)n(CCCC)c(=O)[nH]c1=O,3,27,13
CCOC(=O)[C@]12CCC=C1N(Cc1ccco1)C(=O)[C@H](CC(=O)NCc1cccc(C(F)(F)F)c1)C2,-23,-1,17
COc1ccc(-c2c(Sc3ccccc3)c3cc(-c4ccc5c(c4)OCO5)ccc3n2C)cc1,-4,-21,-20
O=C(NC1CCCCC1)C(C1CC1)n1c(=O)c(-c2ccccc2)nc2ccccc21 (configuration not stated),-6,-1,11
O=C1NC[C@H](CCCCN2C[C@H](Cc3ccc(O)cc3)N(CC3CCCCC3)C(=O)C2=O)N(CCC2CCCCC2)C1=O,-21,-32,-18
CCOc1ccc(S(=O)(=O)Nc2ccc3c(c2)c2c(n3S(=O)(=O)c3ccc(OCC)cc3)CCCC2=O)cc1,-15,-8,3
COc1ccc(C)cc1NC(=O)C(OC(=O)c1ccc([N+](=O)[O-])o1)c1ccccc1 (configuration not stated),-1,-4,-3
Nc1[nH]c(C(=O)c2ccccc2)c(-c2ccc(Br)cc2)c1C(=O)NC1CCCCC1,-15,-1,19
Cc1ccc(N(CC(=O)Nc2ccccc2-c2ccccc2)S(=O)(=O)c2ccccc2)c(C)c1,-10,29,19
COc1ccc(NC(=O)Nc2nnc(CC(=O)NCc3ccccc3)s2)cc1,-23,-20,18
COCC(=O)Nc1ccc2c(c1)[C@H]1C[C@@H](CC(=O)NCC3CC3)O[C@H](CO)[C@H]1O2,12&1,-19,2
COC(=O)[C@@]1(Cc2ccc(OC)cc2)[C@H]2c3cc(C(=O)N(C)C)n(C[C@H](O)CO)c3C[C@H]2CN1C(=O)c1ccccc1,21,9,-12

Not a retest: 5 of the compounds above.
SMILES,GSIS activator,PAX8 inh HTS,LGR2 antag
O=C1NC[C@H](CCCCN2C[C@H](Cc3ccc(O)cc3)N(CC3CCCCC3)C(=O)C2=O)N(CCC2CCCCC2)C1=O,-21,-32,-18
CCOc1ccc(S(=O)(=O)Nc2ccc3c(c2)c2c(n3S(=O)(=O)c3ccc(OCC)cc3)CCCC2=O)cc1,-15,-8,3
COc1ccc(C)cc1NC(=O)C(OC(=O)c1ccc([N+](=O)[O-])o1)c1ccccc1 (configuration not stated),-1,-4,-3
Nc1[nH]c(C(=O)c2ccccc2)c(-c2ccc(Br)cc2)c1C(=O)NC1CCCCC1,-15,-1,19
Cc1ccc(N(CC(=O)Nc2ccccc2-c2ccccc2)S(=O)(=O)c2ccccc2)c(C)c1,-10,29,19

(listing goes on)
SMILES,GSIS activator,PAX8 inh HTS,LGR2 antag
CCCCn1c(N)c(N(CCOC)C(=O)CSCc2cccc(C)c2)c(=O)[nH]c1=O,23,-9,9
Cc1cc(N2CCOCC2)ccc1/C=C1/SC(=O)NC1=O,-50,-160,-17
CCCn1nc(C(=O)OCC(=O)NC(C)c2ccccc2)c2ccccc2c1=O (configuration not stated),3,-3,-18
c1ccc(Nc2nnc(-c3ccc4c(c3)OCO4)o2)cc1,14,48,92*
CSc1cc(-c2ccc(Cl)cc2)[nH]c(=O)c1C#N,9,0,-15
CCc1cccc(NC(=O)COC(=O)c2cc([N+](=O)[O-])ccc2N2CCOCC2)c1,14,16,18
COc1ccc(C2C=CC(=O)CC2)c(OC)c1 (configuration not stated),19,2,10
CC(C)n1nnnc1C1c2ccccc2C(=O)N1CCOc1ccccc1 (configuration not stated),22,-61,-42
COC(=NC(C)C)NC(C)C,2,-19,3
O=S(=O)(c1ccccc1)N1CCCc2nc(-c3ccc(F)cc3)ccc21,10,-12,2
O=C(Nc1ccc2c(c1)OCCO2)C(c1ccccc1F)n1c(=O)c(-c2ccco2)nc2ccccc21 (configuration not stated),12,17,-20
COc1ccccc1CCn1cnc(-c2ccc(OC)c(OC)c2)c1C(C)C,-11,21,-6
CCN(C)C1CN(Cc2cn(Cc3ccc(Cl)cc3)nn2)S(=O)(=O)C1 (configuration not stated),7,5,5
CC1(C)OC(=O)C2=C(C[C@@H](CCc3ccccc3)O[C@@H]2c2ccc(F)cc2)O1,-35,12,6
CN(Cc1ccccc1)C(=O)[C@@H]1CCCN1C(=O)[C@@H]1CCCN1C(=O)c1ccccc1,9,21,2
COc1ccccc1-n1nnnc1SCC(=O)Nc1oc(C)c2c(C)n[nH]c(=O)c12,8,4,9
COCC(=O)N[C@H]1CC[C@@H](CC(=O)OC)O[C@@H]1CO,6,-27,1
Nc1[nH]c(C(=O)c2ccccc2)c(-c2ccccc2C(F)(F)F)c1C(=O)c1c[nH]c2ccccc12,0,16,-40
COc1ccc2c3c(cccc13)OC2=O,-1,3,6
COc1ccc(N2C(=O)c3[nH]nc(-c4ccccc4)c3C2c2ccc(F)cc2)cc1 (configuration not stated),-20,33,20
COc1ccc(-c2nn(-c3ccccc3)cc2/C=C/C(=O)N2CCN(c3ccccn3)CC2)cc1,9,22,30
COc1cccc(C(=O)NCCN2CCC(n3c(=O)[nH]c4ccccc43)CC2)c1,-8,21,-17
O=C(NCc1ccccc1)[C@@H]1CCCN1C(=O)[C@H]1CCCN1C(=O)c1ccc(Cl)c(Cl)c1,-19,5,-15
Cc1cc(C)n2c(Nc3c(C)cccc3C)c(CC(C)C)nc2n1,16,8,-8
COC(=O)c1cc(OC)c(OC)cc1NC(=O)C(C)c1ccc([N+](=O)[O-])cc1 (configuration not stated),3,16,1
Cc1ccc(-n2c(-c3ccco3)nc3nc4ccccc4nc32)cc1,0,-2,-9
CC(C(=O)NC(C)(C)C)n1c(C(c2ccccc2)c2ccccc2)nc2ccccc21 (configuration not stated),-50,10,1
COc1ccccc1NC(=S)N1CCC(C(=O)c2ccc(F)cc2)CC1,2,-19,21
CCCCC[C@@H](C)N1C[C@H](COCc2ccccc2)Oc2cc(N3CC[C@@H](N(C)C)C3)ccc2S1(=O)=O,19,84*,24
O=C(N/N=C/c1ccc([N+](=O)[O-])o1)c1cc(-c2ccc(-c3ccccc3)cc2)nc2ccccc12,-6,39,20
COC(=O)C1=C(COc2ccccc2)NC(=O)NC1c1ccc2ccccc2c1 (configuration not stated),-3,15,1
CC(C)NC(=O)C1(C)CN(S(C)(=O)=O)CC(=O)N1CCc1ccccc1F (configuration not stated),22,2,-1

In the list so far, these have an aryl thioether with sulfur outside any ring.
SMILES,GSIS activator,PAX8 inh HTS,LGR2 antag
COc1ccc(-c2c(Sc3ccccc3)c3cc(-c4ccc5c(c4)OCO5)ccc3n2C)cc1,-4,-21,-20
CSc1cc(-c2ccc(Cl)cc2)[nH]c(=O)c1C#N,9,0,-15
COc1ccccc1-n1nnnc1SCC(=O)Nc1oc(C)c2c(C)n[nH]c(=O)c12,8,4,9

Additional structures
SMILES,GSIS activator,PAX8 inh HTS,LGR2 antag
Cc1ccc(-c2nc3ccccc3n2C(C(=O)NC(C)(C)C)C2CC2)cc1 (configuration not stated),-8,-32,-10
COCc1cc(N2CCN(C(=O)OC(C)(C)C)C[C@@H]2C)ccc1N1CCS(=O)(=O)CC1,-5,8,-2
COC(=O)C[C@H]1C=C[C@@H](NC(=O)Cc2cccnc2)[C@@H](CO)O1,13,-18,10
CCN=C1S/C(=C\c2cn(CC)c3ccccc23)C(=O)N1CC,31,-8,-11
O=C(NCCc1ccc2c(c1)OCCO2)c1cccc(F)c1,-2,-37,-13
O=C(CNC(=O)c1ccc(S(=O)(=O)N2CCCCC2)cc1)N/N=C/c1ccco1,4,6,19
COc1ccc2c3c([nH]c2c1)[C@@H](CO)NCC31CCN(C(=O)C2CCCC2)CC1,-9,-12,1
OCC1OC(n2cnc3ncccc32)C(O)C1O (configuration not stated),-3,34,10

Quoted at random: 2 compounds from above, in no set order.
SMILES,GSIS activator,PAX8 inh HTS,LGR2 antag
COc1ccc(NC(=O)Nc2nnc(CC(=O)NCc3ccccc3)s2)cc1,-23,-20,18
COC(=NC(C)C)NC(C)C,2,-19,3

The list goes on:
SMILES,GSIS activator,PAX8 inh HTS,LGR2 antag
Cc1ccccc1CN1CC2=C(CCN(Cc3ccccc3)C2=O)N2CCN=C12,-23,32,1
CCc1c(C)nc(SCc2ccccn2)[nH]c1=O,7,-22,7
C/C(=N/NC(=O)c1sc(NS(=O)(=O)c2ccccc2)nc1C)c1ccccc1,6,-14,3
COC(=O)[C@]12C[C@H](CC(=O)N3CCC(c4ccccc4)CC3)C(=O)N(CCc3ccc(OC)c(OC)c3)C1=C[C@H](C(C)(C)C)O[C@@H]2C,-13,4,15
CCCCC[C@H]1CCCCC[C@@H](O)C[C@H](O)[C@H](O)/C=C/C(=O)O1,-10,9,2
COC(=O)[C@]12CCCCC=C1N(CCC1=CCCCC1)C(=O)[C@H](CC(=O)NCCc1ccccc1OC)C2,-25,11,26
O=C1NC[C@H](CCCCN2C[C@H](Cc3ccccc3)N(Cc3ccccc3)C(=O)C2=O)N(CC2CCCCC2)C1=O,16,1,-11
COCCNC(=S)N(C)[C@H]1C[C@H]2c3[nH]c4cccc(-c5ccccc5)c4c3CCN2C(=O)[C@H]1[C@H](C)O,-18,0,-15
CNCC(O)Cn1c2c(c3ccccc31)CCCC2 (configuration not stated),-13,8,-16
CC1(C(=O)NCc2ccccc2)CN(S(C)(=O)=O)CC(=O)N1Cc1ccco1 (configuration not stated),15,-17,0
Cn1c(SCC(=O)NNC(=O)Nc2ccc(Cl)cc2)nnc1-c1ccccc1,8,-15,2
COC(=O)C1=C(C)N(Cc2ccccc2C(F)(F)F)C(=NCC2CC2)NC1c1ccc(F)cc1 (configuration not stated),-37,-26,19
Cc1noc(C)c1COC(=O)[C@@H](NC(=O)c1ccccc1)C(C)C,6,69*,-1
CCOc1ccc(CN2CCN(Cc3ccc(C)o3)CC2CCO)cc1 (configuration not stated),0,0,2
O=C1OC(C(Cl)(Cl)Cl)Nc2ccccc21 (configuration not stated),12,1,3
CCCCOCC1CN(Cc2ccccc2OC)S(=O)(=O)c2cc(Cl)ccc2O1 (configuration not stated),3,-4,-17
O=C(c1cc(S(=O)(=O)N2CCC3(CC2)OCCO3)ccc1F)N1CCCCC1,-6,8,20
C=CCn1c(-c2ccccn2)n[nH]c1=S,5,7,14

Screening data (PubChem BioAssay)
